Screening data: PubChem BioAssay, National Center for Advancing Translational Sciences (NCATS)
AmpC inh det = Promiscuous and Specific Inhibitors of AmpC Beta-Lactamase (assay with detergent); P00811; purified AmpC, nitrocefin hydrolysis with detergent; 71,000 compounds, 0.09% hits; Potency, µM (titrated, usually from 28.7 µM), for inactives: at the highest dose activity change, negative = inhibition; active = well fitted curve in the direction sought with a large enough effect
Target sequence (P00811 whole entry, looked up): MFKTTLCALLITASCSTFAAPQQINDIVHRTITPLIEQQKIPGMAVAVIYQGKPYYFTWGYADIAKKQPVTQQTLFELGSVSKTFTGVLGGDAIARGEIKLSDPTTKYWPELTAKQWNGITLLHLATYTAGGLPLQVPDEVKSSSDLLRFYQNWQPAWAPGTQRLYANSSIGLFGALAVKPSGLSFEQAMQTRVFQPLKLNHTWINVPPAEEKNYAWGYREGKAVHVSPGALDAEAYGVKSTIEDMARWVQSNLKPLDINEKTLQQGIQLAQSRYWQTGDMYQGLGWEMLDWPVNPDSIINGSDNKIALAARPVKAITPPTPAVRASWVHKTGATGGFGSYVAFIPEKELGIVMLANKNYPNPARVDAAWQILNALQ
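E. coli AmpC (5.3 nM) in 20 mM phosphate pH 7.0 with 0.01% Triton X-100, preincubated 15 min RT with compound; nitrocefin (2 uL of 800 uM stock) hydrolysis followed by 480 nm absorbance every 20 s over 4 min.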
Starred values were filed as active, the others as inactive; [ ] = dose if it differs, or a comment. % is scaled to controls: 0 for no effect and ±100 for the full control effect; potency is read from the fitted curve at half-maximal effect. An excerpt; rates above refer to the full screens.

SMILES	AmpC inh det
CC(C)NC(=O)[C@@H]1C[C@H]1[C@@H](NC(=O)OCc1ccccc1)c1ccccc1	19.2%
O=C(C1CCN(S(=O)(=O)c2cccc3nsnc23)CC1)N1CCc2ccccc2C1	2.3%
CCCCCn1c(=NC(C)=O)c(C#N)cc2c(=O)n3ccccc3nc21	15.5%
CC(C)(C)NC1=CC(=O)OC12CCCCC2	-0.6%
CCC(=O)OCC(=O)[C@@]1(OC(=O)CC)[C@H](C)C[C@@H]2[C@@H]3[C@H]([C@@H](O)C[C@@]21C)[C@]1(C)C=CC(=O)C=C1C[C@@H]3Cl	-6.0%[12.8 µM]
COc1cccc(N2CC(C)Cn3c2nc2c3c(=O)n(CCN3CCOCC3)c(=O)n2C)c1 (configuration not stated)	-3.6%
NCCC[C@@H](CC(=O)N[C@@H]1CCCC[C@H]1C(=O)N[C@H](CC(=O)N[C@@H](CCC(=O)O)CC(=O)O)Cc1c[nH]c2ccccc12)NC(=O)C[C@H](Cc1ccccc1)NC(=O)[C@@H]1CNCC[C@H]1N	-3.7%
CCOc1cc(C(=O)N2CCC3(CC2)OCCO3)cc(OCC)c1OCC	-2.2%
Nc1ccc(S(=O)(=O)c2ccc(N)cc2)cc1	4.7%
CCC(=O)Nc1cccc(-c2cn3ccsc3n2)c1	14.6%
CS(=O)(=O)N1CCc2cc(C(=O)N3CCCCC3)ccc21	-3.7%
CC(=O)Nc1ccc(S(=O)(=O)NCC(C)NS(=O)(=O)c2ccc(NC(C)=O)cc2)cc1 (configuration not stated)	-1.7%
COC(=O)c1ccc(CSc2nc3c(cnn3-c3ccc(C)cc3)c(=O)[nH]2)o1	-1.2%
CCN(CC)C(=O)C1=C(C)NC(=O)NC1c1c(F)cccc1Cl (configuration not stated)	0.5%
CCS(=O)(=O)N1CCC(C(=O)NCc2ccco2)CC1	-3.8%
CCOC(=O)N1CCN(S(=O)(=O)c2ccc3[nH]c(=O)sc3c2)CC1	-0.3%
Cc1ccc(N=C=O)cc1N=C=O	9.5%
CC12C(=O)N(c3ccccn3)C(=O)C1C1C=CC2C1 (configuration not stated)	12.3%
COc1ccc(OC)c(NC(=O)C2CCCN(S(=O)(=O)c3c(C)noc3C)C2)c1 (configuration not stated)	-3.7%
Nc1ccccc1S(=O)(=O)O	7.9%

3 structures out of the list, arranged by molecular weight, highest first:
SMILES	AmpC inh det
CCOc1cc(C(=O)N2CCC3(CC2)OCCO3)cc(OCC)c1OCC	-2.2%
CCN(CC)C(=O)C1=C(C)NC(=O)NC1c1c(F)cccc1Cl (configuration not stated)	0.5%
Cc1ccc(N=C=O)cc1N=C=O	9.5%

Additional entries follow.
SMILES	AmpC inh det
FC(F)(F)c1ccccc1-c1nccc(-n2ccnc2)n1	7.4%
Cc1ccc2c(c1)c1c3n2CCN[C@H]3CCC1	-3.1%
COc1cccc(C2(O)CCN(C(=O)C3CC3)CC2)c1	1.3%
O=S(c1ccsc1)c1ccsc1	-1.0%
CN1CCC[C@@H]1c1cccnc1.O=C(O)c1ccccc1O.O=C([OH2+])c1ccccc1O.O=C([OH2+])c1ccccc1O.[Mn]	-1.0%[5.75 µM]
CCOC(=O)c1ccc2nc(NC(=O)C(C)C)sc2c1	3.0%
CCCCOC(=O)Cn1c(=O)oc2ccc(C)cc21	14.6%
CN(C)c1ccc(NC(=O)Cn2ncn3c(cc4ccccc43)c2=O)cc1	19.8%
CC1CCN(C(C(=O)Nc2ccc3c(c2)OCO3)c2ccccc2)CC1 (configuration not stated)	8.0%
COc1ccc(OC)c(C2N(c3ccc(Cl)cc3)C(=O)C3CCCN32)c1 (configuration not stated)	-3.4%

Looked up by structure from above:
SMILES	AmpC inh det
CN1CCC[C@@H]1c1cccnc1.O=C(O)c1ccccc1O.O=C([OH2+])c1ccccc1O.O=C([OH2+])c1ccccc1O.[Mn]	-1.0%[5.75 µM]
Cc1ccc2c(c1)c1c3n2CCN[C@H]3CCC1	-3.1%

(cont.)
SMILES	AmpC inh det
NC(N)=Nc1ccc2[nH]c3c(c2c1)C[C@]1(O)[C@@H]2Cc4ccc(O)c5c4[C@]1(CCN2CC1CC1)[C@@H]3O5	-0.7%
Cc1ccc(-n2ncc3c(=O)n(CC(=O)N4CCCc5ccccc54)cnc32)cc1C	8.1%
O=C(CN(CCc1ccccc1)C(=O)Cn1nnc(-c2cccs2)n1)NCc1ccco1	-6.8%
CC1(CCC(=O)OC2CCCCC2)OCCO1	-4.6%[5.75 µM]
CCOc1cc(NC(=O)C2CCCCC2)c(OCC)cc1NC(=O)c1ccco1	9.6%
Cc1ccc2cc(CN(CCCO)S(=O)(=O)c3cccc4nsnc34)c(=O)[nH]c2c1C	-2.1%
CC(=O)NCCNc1cc(-c2ccccc2C)ncn1	8.9%
COC(=O)c1ccc(-n2nnnc2SCc2nn[nH]n2)cc1	8.9%
O=C(CCn1c(=O)oc2ccccc21)Nc1ccccc1	-1.0%
Cn1c(NC(=O)c2ccccc2NC(=O)C(C)(C)C)nc2ccccc21	7.1%
Cc1cccc(OCC(O)Cn2c(=N)n(CCN3CCOCC3)c3ccccc32)c1 (configuration not stated)	0.7%
COc1ccc(Cc2nnc(NC(=O)C3CCCO3)s2)cc1 (configuration not stated)	4.1%
CCOC(=O)c1[nH]c(C)c(C(=O)N2CCOCC2)c1C	5.5%
Cc1ccc(S(=O)(=O)N(CC(=O)O)Cc2ccccc2F)cc1	-2.2%
CCOc1ccc(C(=O)Nc2ccc(NC(=O)c3ccco3)c(Cl)c2)cc1Br	-2.0%
O=C(CSc1nc2ccccc2s1)NCCCN1CCOCC1	30.6%
Cc1occc1-c1nnc(SCC(=O)Nc2ccccc2)n1C(C)c1ccccc1 (configuration not stated)	-5.8%
Cc1[nH]nc(N=CC2=C(O)CC(C)(C)CC2=O)c1-c1ccccc1	-3.6%
CCOC(=O)C1CCN(c2c(NCc3ccc(C(=O)NCCC(C)C)cc3)c(=O)c2=O)CC1	-4.9%
C=CCSc1nncn1/N=C/c1ccc(OC)cc1	-2.3%

Continued; it opens with the 3 that closed the last part.
SMILES	AmpC inh det
Cc1[nH]nc(N=CC2=C(O)CC(C)(C)CC2=O)c1-c1ccccc1	-3.6%
CCOC(=O)C1CCN(c2c(NCc3ccc(C(=O)NCCC(C)C)cc3)c(=O)c2=O)CC1	-4.9%
C=CCSc1nncn1/N=C/c1ccc(OC)cc1	-2.3%
COCCn1c(=N)c(C(=O)NCCc2ccccc2)cc2c(=O)n3cccc(C)c3nc21	3.9%
CCOC(=O)Nc1ccc2c(c1)N(C(=O)CN1CCN(C)CC1)c1ccccc1S2	-1.2%
CN=C(Nc1cc(C)nn1CCC#N)c1ccc(F)cc1	-5.3%
CCOC(=O)c1sc(NC(=O)c2cccnc2)nc1C	11.7%
CCOC(=O)/C(C#N)=C1/C=CNC(=O)N1	-1.3%
CCOc1ccc(C(F)(F)F)cc1NC(C)=O	0.6%
CC1Cc2ccccc2N1C(=O)CSc1nc2cc3c(cc2cc1C#N)OCO3 (configuration not stated)	9.4%
CCC(C)(NC(=O)c1ccc(=O)[nH]c1)C(=O)NC1CCCC1 (configuration not stated)	-8.0%
COc1ccc(CCNC(=O)CSC2=Nc3ccccc3C3=NC(C(C)C)C(=O)N23)cc1OC (configuration not stated)	-0.7%
O=C(Nc1cccnc1)c1ccc(Br)s1	-4.8%

Shown field by field: 4 of the compounds above
Cc1ccc2cc(CN(CCCO)S(=O)(=O)c3cccc4nsnc34)c(=O)[nH]c2c1C
- AmpC inh det: -2.1%

CC(=O)NCCNc1cc(-c2ccccc2C)ncn1
- AmpC inh det: 8.9%

COC(=O)c1ccc(-n2nnnc2SCc2nn[nH]n2)cc1
- AmpC inh det: 8.9%

O=C(CCn1c(=O)oc2ccccc21)Nc1ccccc1
- AmpC inh det: -1.0%

(cont.)
SMILES	AmpC inh det
CC(=O)Nc1ccc(S(=O)(=O)NCCC(=O)OCCN2C(=O)c3ccccc3C2=O)cc1	17.4%
CC(C)C[C@H]1C(=O)N2CCC[C@@H]2[C@@]2(O)O[C@](NC(=O)[C@@H]3C=C4c5cccc6[nH]cc(c56)C[C@@H]4N(C)C3)(C(C)C)C(=O)N12	-4.0%[12.8 µM]
O=C1c2ccccc2C(=O)N1CCc1nc2ccccc2c(=O)n1CCCn1ccnc1	-3.7%
O=C(OCCN=C1NS(=O)(=O)c2ccccc21)C1CC(=O)N(c2ccc(Cl)cc2)C1 (configuration not stated)	-4.6%
Cc1oc(-c2ccccc2F)nc1CS(=O)(=O)CC(=O)NCCCN1CCc2ccccc2C1	8.1%
CCC(=NCCCO)c1c(O)n(-c2ccc(OC)cc2)c(=O)[nH]c1=O	-5.0%
O=C(CNS(=O)(=O)c1ccc(Br)s1)N1CCC(N2CCCCC2)CC1	7.4%
O=c1cc(NCc2ccccc2)c2ccccc2o1	18.1%
N=c1ccccn1CC(O)COc1ccccc1 (configuration not stated)	-6.9%
O=C1CC(NC23CC4CC(CC(C4)C2)C3)C(=O)N1c1ccc2c(c1)OCO2 (configuration not stated)	-2.4%
CCOCCN1CCN(c2c(C)c(C)nc3cc(-c4cc(OC)cc(OC)c4)nn23)CC1	17.9%
CCn1nnc(NC(=O)c2ccc(-c3ccc(Cl)cc3)o2)n1	-3.1%
O=C(NCCCn1ccnc1)c1cnn2c1NC(c1ccccc1)CC2C(F)(F)F (configuration not stated)	-2.5%
CC(Cc1ccccc1)[n+]1cc(/N=C(\[O-])N(C)C)on1 (configuration not stated)	1.3%
CCn1c(=O)cc(OCC(=O)N2CCC3(CC2)OCCO3)c2ccccc21	-3.1%
COc1ccc2c(c1OC)C(=O)OC2C1c2c(cc3c(c2OC)OCO3)CCN1C (configuration not stated)	10.8%
CCC(Oc1ccccc1)C(=O)Nc1ccccn1 (configuration not stated)	-1.5%
COc1ccc(NC(=O)NCCCN2CCc3ccccc3C2)cc1	14.4%
CC(=O)Cn1c(N2CCC(Cc3ccccc3)CC2)nc2c1c(=O)[nH]c(=O)n2C	-1.4%
Cc1ccc(S(=O)(=O)Nc2ccc3c(c2)nc2n3CCN(Cc3ccccc3)C2)cc1	-3.0%
CNC(=O)C1(C)C=CCN1C(=O)OC (configuration not stated)	2.8%
Cc1cccc(NC(=O)CSc2nnc(-c3ccco3)o2)c1C	-2.3%
O=C(c1ccco1)N1CCN(C(c2ccc(F)cc2)c2nnnn2Cc2cccs2)CC1 (configuration not stated)	10.1%
COCCn1c(=O)c(-c2ccc(Cl)cc2)nc2cnc(N(C)C)nc21	0.0%
COc1ccccc1NC(=O)c1ccc(S(=O)(=O)N(C)C)cc1	10.4%
CCCn1c2c(c(O)c(C(=O)Nc3nccs3)c1=O)CCCC2	-4.6%
O=C(c1ccccc1)c1ccc(OC(=O)N2CCOCC2)cc1	-1.7%
Cn1c(=O)c(-c2cccs2)nc2cncnc21	0.4%
Cn1ccnc1SCC(=O)NC1CCCCC1	-2.8%
COc1cc(CC(=O)N2CCc3ccccc32)cc(OC)c1OC	-1.7%
Cc1cccc(-n2cnc3c(c2=O)c2nc4ccccc4nc2n3Cc2ccco2)c1	-1.5%
CCCCNc1cc(C)nc(NCc2ccccc2)n1	-1.3%
CCOc1ccc2ccccc2c1C(=O)N1CCOCC1	-1.4%
COc1ccc(S(=O)(=O)Nc2ccccc2C(F)(F)F)cc1	-2.8%
N#CCCN(C(=O)Nc1ccc(Cl)cc1)c1ccccc1	-2.1%
COc1ccc(NC(=O)c2cc3n(n2)C(C(F)(F)F)CC(c2ccco2)N3)cc1 (configuration not stated)	13.0%
Cc1sc2ncnc(SC(C)C#N)c2c1C (configuration not stated)	3.9%
CCOC(=O)C1CCN(c2c(NCCCN3CCN(Cc4ccccc4)CC3)c(=O)c2=O)CC1	9.8%
Cc1ccc2c(c1)C(N1CCN(C)CC1)=Nc1cccnc1N2	-3.7%
CC1=Nn2c(nnc2-c2n[nH]c3c2CCC3)SC1	-7.2%
CCn1c(Cc2ccccc2)nnc1SCc1nc2ccccc2c(=O)[nH]1	-1.6%
O=C(c1csnn1)N1CCC2(CCCN(C(c3ccccc3)c3ccccc3)C2)CC1	1.1%
CCOC(=O)c1c(C)c(C(=O)Nc2ccc3c(c2)OCCO3)c(C)n1C	0.8%
O=c1c(-c2ccccc2)n[nH]c2ccccc12	-0.1%
COc1ccccc1C1SCCN1S(C)(=O)=O (configuration not stated)	-6.8%
Clc1ccc2c(N3CCNCC3)ccnc2c1	-3.6%
COc1cc(C)nc(NC(=O)COc2ccc(Cl)cc2C)n1	-6.6%
Nc1nc(-c2ccccc2)cc(-c2ccccc2O)n1	8.6%
CC(C)=CC(=O)OCC(=O)NC(=O)NC(C)(C)C	7.3%
CN1C(=O)N(C)C(=O)C2(Sc3ccccc3C2=O)C1=O	-1.5%

Next part.
SMILES	AmpC inh det
CC1CCCCC1NC(=O)C1CCN(C(=O)c2sccc2-n2cccc2)CC1 (configuration not stated)	4.7%
CCOCCCNS(=O)(=O)c1ccc2c(c1)oc(=O)n2CC(=O)OCC	5.9%
C=CCn1cnc2scc(-c3ccccc3)c2c1=O	13.6%
O=C(Nc1nccs1)c1ccc(Br)o1	-1.8%
COC(=O)[C@H]1C[C@@H]1[C@H](NC(=O)c1cc(C)nn1C)c1ccccc1	0.2%
CCCn1c(SCC(=O)NCCc2ccccc2)nnc1-c1cccnc1	1.0%
CC1(C)CC(=O)CC(C)(C)N1OC(=O)c1ccccn1	-3.6%
CN(C)c1ncc2nc(-c3ccc(Cl)cc3)c(=O)n(Cc3ccc(F)cc3)c2n1	0.6%
